Compound activity deposited in PubChem BioAssay by several laboratories.
SV40 large T antigen: SV40 large T antigen inhibitors, biochemical (AID 1903); SV40 large T antigen ATPase/helicase inhibition assay; higher % means a stronger effect; inhibition, % at 20 µM, or IC50 in µM where a hit was titrated; 0.39% of 310,000 active; in the data active = a potency from the dose series; inconclusive = inhibition mostly from about 32% at the one dose, without a potency; inactive = the rest, 99 in 100 with inhibition below about 32%; also: strong numbers were not always called active
K1F lysis inhibition: inhibition of K1F phage lysis, E. coli UTI89, bacterial capsule biogenesis inhibitors, alamar blue (AID 488966); E. coli UTI89 K1F phage lysis, alamar blue, 2 h; higher % means a stronger effect; inhibition, % at 100 µM; hits with a dose series show IC50 in µM; 0.02% of 340,000 active;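 active = phage lysis inhibition, versus mean bacterial control, above a set limit; inconclusive = no clear call, values can overlap the other calls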;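 also: capsule biogenesis inhibitors block K1F phage lysis so surviving cells raise fluorescence; higher fluorescence means more inhibition of phage lysis; actives were called in the ten point dose series up to 300 µM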
RSV CPE inhibition: RSV antiviral activity via CPE protection, HEp-2 cells, primary 10 µM value included (AID 2391). one-dose CPE inhibition, % at 10 µM; IC50 in µM for titrated hits. 0.13% of 310,000 active. HEp-2 cells, RSV-induced CPE inhibition; higher % means a stronger effect; in the data active = a potency from the dose series; inconclusive = CPE inhibition mostly from about 23% at the one dose, without a potency; inactive = the rest, 99 in 100 with CPE inhibition below about 21%; also: strong numbers were not always called active
PhoP inhibition: PhoP-dependent GFP reporter repression – Salmonella Typhimurium, primary screen (AID 1863). S. Typhimurium PhoP-regulated promoter GFP reporter, 4 h; higher % means a stronger effect. inhibition, % at 50 µM; hits with a dose series show IC50 in µM. 0.16% of 300,000 active;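 active = inhibition over 29.93%, a cutoff 3 SD above the screen mean, later confirmed by dose response; inconclusive = inhibition over 29.93% but no dose response follow-up; inactive = inhibition at most 29.93% or unconfirmed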;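 also: 0% = low Mg2+ inducing control and 100% = high Mg2+ repressing control; strong numbers were not always called active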
West Nile virus CPE: West Nile virus antiviral activity, cell-based, CPE readout (AID 1621) | West Nile virus-infected cells, CPE inhibition; higher % means a stronger effect | one-dose CPE inhibition, % at 10 µM; IC50 in µM for titrated hits | 0.02% of 290,000 active; in the data active = a potency from the dose series; inconclusive = CPE inhibition mostly from about 3.7% at the one dose, without a potency; inactive = the rest, 99 in 100 with CPE inhibition below about 2.2%; also: strong numbers were not always called active
NS5 inhibitors: Dengue-2 NS5 methyltransferase inhibitors, primary screen, biochemical, confirmation dose response (AID 588689); 0.3% of 340,000 active; inhibition, % at 25 µM; hits with a dose series show IC50 in µM; Dengue-2 NS5 methyltransferase capping enzyme assay, biochemical; higher % means a stronger effect; in the data active = a potency from the dose series; inconclusive = inhibition above about 29% without an active follow-up result
T cell HTS: modulates CD8 T cell binding to vesicles; 2C CD8+ T cell-vesicle binding, flow cytometry; stronger effect = lower value; calls only at 7 µM; 0.068% of 330,000 active; AID 2052;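 active = response, share of CD8 T cells binding vesicles, and their 90th percentile fluorescence all below set limits, cut at about 80% in these data, passing the limit was not always enough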
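System: murine 2C transgenic CD8+ T lymphocytes; also added: QL9-loaded Drosophila micro-vesicles; times: binding 1.5 h at 37 °C; measured by: flow cytometry, PE anti-B7-1 (FL2) versus Alexa647 anti-CD8 (FL8), PFA-fixed; control set: Peptide-free naked vesicles (low) and QL9 vesicles with 0.7% DMSO vehicle (high)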
Rac1 GTP hydrolysis: MgcRacGAP GTPase-activating activity inhibitors, confirmation, biochemical, ADP Hunter fluorescence. MgcRacGAP-stimulated Rac1 GTP hydrolysis, ADP Hunter fluorescence; higher % means a stronger effect; GST-tagged Rac1 F28L mutant substrate. inhibition, % at 30 µM, or IC50 in µM where a hit was titrated. 0.6% of 340,000 active. AID 624330;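 active = first-screen hits whose inhibition reached a set limit at any dose in the follow-up dose series; inconclusive = inhibition above the set first-screen limit but never retested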;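 also: fluorescence reports GDP produced by GAP-driven GTP hydrolysis; strong numbers were not always called active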
NTR1 agonist: agonists of NTR1, primary screen, imaging, U2OS cells, beta-arrestin-GFP, high content (AID 493036) | NTR1-U2OS beta-arrestin-GFP spot imaging, agonist mode | activation, % at 20 µM | 0.17% of 330,000 active;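 active = activation at or above 40% of the spot to cytoplasm intensity ratio, with at least 20 cells analyzed; inconclusive = wells under 20 cells, flagged as cytotoxic or low count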;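 also: 0% = DMSO without peptide and 100% = 100 nM NTR1 peptide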
Target sequence (P30989 whole entry, looked up): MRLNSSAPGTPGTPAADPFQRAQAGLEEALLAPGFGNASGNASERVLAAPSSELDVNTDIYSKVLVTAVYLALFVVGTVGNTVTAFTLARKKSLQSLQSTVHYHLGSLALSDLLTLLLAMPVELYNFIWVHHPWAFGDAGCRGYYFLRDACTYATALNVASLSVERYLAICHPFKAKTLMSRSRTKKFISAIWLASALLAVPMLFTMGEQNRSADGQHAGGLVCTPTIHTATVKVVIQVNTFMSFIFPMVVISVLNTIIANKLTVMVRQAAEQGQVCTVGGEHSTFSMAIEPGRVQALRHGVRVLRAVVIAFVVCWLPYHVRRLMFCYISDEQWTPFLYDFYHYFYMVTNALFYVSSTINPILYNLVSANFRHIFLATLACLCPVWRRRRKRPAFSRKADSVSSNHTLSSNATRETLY
T cell HTS vesicle-bound %: further read-out of T cell HTS, marked with its call; double positive events, %; measured here: CD8+ vesicle-bound cell fraction;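 binding gate set so that unloaded-vesicle control wells show 10% double positive cells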
NTR1 agonist cell count 20 µM: further read-out of NTR1 agonist, marked with its call; cell count; measured here: cell count, cytotoxicity flag
* marks the source's active call; other numbers are inactive results; i = inactive; ? = inconclusive; . = not tested or not shown; [ ] = dose if it differs, or a comment.

SMILES | SV40 large T antigen | K1F lysis inhibition | RSV CPE inhibition | PhoP inhibition | West Nile virus CPE | NS5 inhibitors | T cell HTS | T cell HTS vesicle-bound % | Rac1 GTP hydrolysis | NTR1 agonist | NTR1 agonist cell count 20 µM
CCN(CC(O)CON=C1c2ccccc2-c2ccccc21)S(=O)(=O)c1ccc(Cl)cc1 (centres undefined) | 7.0% | 2.6%[50 µM] | 5.9% | 13.1% | 2.5% | -2.9% | i | 18.3 | 7.3% | 25.5 | 76
Cc1cc2sc3ccccc3c(=O)c2c(C)c1O | 15.2% | 0.1% | -2.0% | -3.8% | 1.1% | -9.5% | i | 40.5 | 20.6% | 0.7 | 71
COc1cc(NC(=O)CSc2nc(C3CC3)nc3ccccc23)cc(OC)c1 | 8.7% | 0.0% | -2.2% | 2.8% | ? | 5.0% | i | 12.7 | 6.1% | 2.1 | 65
COc1ccc(CC(=O)N/N=C(\C)CC(=O)Nc2ccc3c(c2)OCCO3)cc1OC | 8.5% | -0.1% | 2.0% | -1.4% | -0.1% | -5.0% | i | 17.3 | 8.5% | 0.2 | 59
CCN1C(=O)CC(n2c(C)nc3ccccc32)C1=O (centres undefined) | 3.8% | 8.1% | 1.3% | 17.1% | -0.2% | -8.1% | i | 29.0 | 6.7% | -2.4 | 74
CCc1cc2c(=O)n(CC(C)C)cnc2s1 | 10.4% | 0.4% | 1.4% | -9.0% | -0.4% | -9.6% | i | 14.6 | -1.7% | 3.4 | 92
COc1ccc(C(C[N+](=O)[O-])c2c(-c3ccccc3)cc3ccccn23)cc1 (centres undefined) | 13.4% | ? | 7.1% | 63.9% | . | -4.0% | i | 15.0 | 5.5% | 38.4 | 81
C[C@@H]1CN([C@@H](C)CO)C(=O)c2cc(N(C)C)ccc2O[C@@H]1CN(C)S(C)(=O)=O | . | 0.4% | . | . | . | -2.4% | i | 5.4 | 10.2% | -2.1 | 77
COc1ccccc1CNC(=O)N1CCN(S(=O)(=O)c2ccccc2)CC1 | 4.7% | 0.5% | -0.8% | -0.2% | -0.1% | -1.6% | i | 26.2 | 2.9% | 0.0 | 42
CCc1ccc(OCC(=O)N/N=C/c2cc([N+](=O)[O-])ccc2N2CCCCCC2)cc1 | 2.3% | 0.2% | 21.2% | -4.2% | -1.0% | -11.7% | i | 48.4 | 7.9% | 8.5 | 62
Cc1ccc2[nH]c3c(c2c1)CCNC3=O | 10.5% | 0.4% | -4.1% | -9.0% | 0.6% | 2.2% | i | . | 2.1% | 0.9 | 45
CCOc1cc(-c2nnc(NC(=O)C3=COCCO3)o2)cc(OCC)c1OCC | 8.5% | 0.5%[50 µM] | -0.8% | -6.7% | . | -2.2% | i | 58.4 | 1.1% | -0.3 | 73
CCCNNC(=O)C(O)(c1cccc(C)c1)c1cccc(C)c1 | 5.3% | 2.5% | 0.9% | 11.2% | -0.5% | 5.5% | i | 2.6 | 2.0% | -2.2 | 66
COc1ccc2c(CC(=O)Nc3ccc(OC)nc3)coc2c1 | 12.7% | 0.6% | -0.3% | 0.5% | -0.1% | 0.0% | i | 38.4 | -1.2% | 1.2 | 64
O=C(c1cccc(F)c1)N1CCC2(CC1)NCCc1[nH]cnc12 | 15.9% | 2.0% | -0.2% | -3.3% | -0.2% | -1.8% | i | 24.2 | 3.5% | -0.3 | 67
O=C(OCc1nnc(-c2ccccc2)o1)c1ccc([N+](=O)[O-])s1 | . | -1.2%[50 µM] | . | . | . | -9.0% | i | 36.8 | -3.8% | 2.1 | 80
CN(C)C(=O)Cn1c(SCC(=O)NCc2ccc3c(c2)OCO3)nc2ccccc21 | 4.8% | 1.3% | 1.5% | 4.3% | -0.1% | 0.7% | i | 58.0 | -0.7% | 1.0 | 58
O=C(CN1CCN(c2ccccn2)CC1)NC1CCCC1 | -1.4% | 0.6% | 1.8% | 13.1% | 0.1% | 7.3% | i | 27.6 | 7.7% | 2.2 | 77
CC1=NN(c2ccc(C)cc2C)C(=O)C1C(c1ccccc1)C1C(=O)N(c2ccc(C)cc2C)N=C1C (centres undefined) | -0.9% | 1.7% | -0.1% | 0.1% | 0.1% | 48.8µM* | i | 15.1 | 9.1% | 3.4 | 34
COC(=O)[C@]1(C)CCC[C@@]2(C)C3CC[C@]4(OC(C)=O)C[C@@]3(CCC21)CC4=O (some centres undefined) | . | -0.6% | 0.1% | . | . | -6.3% | i | 57.3 | 2.6% | -1.1 | 51
CCOc1ccc(C(=O)Nc2c3c(nn2-c2ccccc2)CS(=O)(=O)C3)cc1 | 23.9% | 0.3% | 1.1% | 1.9% | -0.6% | 4.9% | i | 14.3 | 5.0% | -0.6 | 54
CCCCN1C(=O)C(CC(=O)NCC)SC1=Nc1ccccc1 (centres undefined) | 18.1% | 0.2% | 1.5% | 3.4% | -1.0% | -4.1% | i | 14.9 | -4.5% | 3.2 | 99
COc1cccc(CNC(=O)C2CCN(S(=O)(=O)c3ccc4c(c3)CC(C)N4C(C)=O)CC2)c1 (centres undefined) | 9.3% | 1.0% | 3.6% | -4.0% | 0.8% | -5.4% | i | 12.5 | 15.5% | 0.5 | 53
CCOc1ccc(S(=O)(=O)N2CCN(C(=O)c3sccc3C)CC2)cc1 | 21.8% | 1.4% | 0.2% | -5.7% | -0.5% | -11.3% | i | 58.9 | 9.7% | 0.1 | 34
CCOC(=O)c1cnc2c(C)cc(Cl)cc2c1NCCCN1CCOCC1 | 9.1% | -0.1% | -0.9% | 9.3% | -1.5% | -4.1% | i | 60.5 | 7.3% | 3.0 | 68
C[C@@H]1CC=C[C@H]2[C@H]1C(=O)N(Cc1ccccc1)[C@H]2c1ccc(C(F)(F)F)cc1 | -1.0% | -0.8% | 0.0% | -3.2% | -0.1% | 0.0% | i | 44.8 | 6.2% | 4.0 | 70
O=C(Nc1nsc(-c2ccccc2)n1)c1cccs1 | -0.6% | 0.1% | 2.4% | -5.5% | -0.1% | -4.8% | i | 49.4 | 5.2% | -0.1 | 59
CCNC(=O)NCc1c(C)c(C)n(Cc2ccccc2)c1-n1cccc1 | 0.0% | 0.1% | -0.5% | 3.1% | 0.1% | -20.7% | i | 25.1 | -46.5% | -1.8 | 26
Nc1n[nH]c(-c2ccc(F)cc2)n1 | 3.4% | 0.2% | 2.0% | -6.1% | 0.1% | 4.3% | i | 34.9 | -1.4% | 0.2 | 68
COc1ccc(OC)c(S(=O)(=O)N2CCCC(C(=O)NCc3ccncc3)C2)c1 (centres undefined) | 6.5% | 0.2% | -0.3% | 7.2% | -0.2% | -5.0% | i | 22.5 | 1.5% | -0.7 | 53
CCN(CC)Cc1c(O)ccc2cc(-c3nc4ccccc4n3C)c(=O)oc12 | -6.5% | -0.1% | 0.6% | -8.2% | 0.2% | 18.9% | i | 25.7 | 2.3% | 0.1 | 43
Cc1cccc(C)c1NC(=O)COC(=O)c1cccnc1 | 22.6% | 0.3% | 0.6% | -5.4% | 0.5% | 0.0% | i | 36.1 | 5.0% | 0.3 | 42
Cn1c(-c2ccccc2)n[nH]c1=S | 12.2% | -0.7% | 19.9% | -4.4% | -0.1% | -3.9% | i | 45.6 | 0.0% | -0.7 | 47
COc1ccc(-c2cc(C(=O)N3CCCCC3)no2)cc1OC | 10.0% | 6.1% | 3.1% | -3.0% | 0.5% | -4.1% | i | 51.2 | 11.7% | 4.5 | 56
COc1cccc(CNCc2cccnc2)c1OCc1ccccc1 | . | 0.1% | 0.7% | . | -1.3% | -2.2% | i | 38.6 | 2.8% | 5.9 | 58
CC(C)NC(=O)COc1ncnc2sccc12 | 11.6% | 6.5% | 0.8% | -3.0% | 0.0% | -2.7% | i | 36.0 | -2.1% | -0.6 | 57
CCc1ccnc(NC(=O)Nc2ccc(OCc3ccccc3)cc2)c1 | 3.0% | 0.1% | -0.1% | 9.9% | -0.8% | -2.6% | i | 20.1 | 4.6% | 0.0 | 91
O=C(Nc1ccc2c(c1)OCO2)N1CCN(c2ccc(F)cc2)CC1 | 3.7% | 0.4% | 4.8% | -0.5% | -1.2% | 2.6% | i | 58.3 | 4.7% | -1.3 | 103
CCCCCSc1nc2c(c(=O)[nH]c(=O)n2C)n1C | 3.0% | -3.4% | 30.8% | 9.1% | 0.2% | 1.4% | i | 28.3 | 4.5% | 3.6 | 40
CS(=O)(=O)c1ccc(Cl)c(NC(=O)COC(=O)CCCN2C(=O)c3cccc4cccc(c34)C2=O)c1 | 14.4% | 0.4%[50 µM] | 0.5% | -5.7% | . | -6.6% | i | 25.5 | 11.0% | 0.7 | 50
C/C(=N\N=C1\NC(=O)C(CC(=O)Nc2ccccc2F)S1)C1CCCCC1 (centres undefined) | 9.7% | -0.4% | 4.0% | -0.9% | -0.9% | -1.6% | i | 60.1 | 4.5% | 0.1 | 53
Cc1cc(/C=N/n2cnnc2)c(O)c([N+](=O)[O-])c1 | 7.8% | 2.2% | 0.8% | -4.5% | -0.3% | 5.1% | i | 33.3 | 3.1% | -1.1 | 39
Cc1ccnc(SCC(=O)Nc2sc3c(c2C#N)CCC(C(C)(C)C)C3)n1 (centres undefined) | 0.6% | 0.8% | 3.1% | -1.0% | 1.0% | -2.0% | i | 28.0 | 5.4% | 10.5 | 88
O=C(Nc1ccc(F)c(F)c1)NC1CCCCC1 | 0.9% | 0.2% | 2.2% | 4.2% | -0.7% | -8.8% | i | 42.3 | 3.2% | -0.8 | 79
Cc1nc2ccccn2c1C(=O)C(=O)Nc1cc(F)ccc1F | 2.6% | -1.5% | -0.5% | 2.7% | -0.6% | -4.5% | i | 27.7 | 7.4% | 1.9 | 59
CCOC(=O)c1c(C)[nH]c(C(=O)COC(=O)/C=C/c2ccc(O)c(OC)c2)c1C | 9.2% | 5.1% | 4.0% | -12.4% | -0.7% | 0.7% | i | 33.3 | 16.2% | 4.3 | 57
FC(F)(F)C1CCCN(c2nsc3ccccc23)C1 (centres undefined) | 13µM* | 1.0% | 0.7% | 0.4% | -0.6% | -14.7% | i | 13.4 | 27.5% | 3.2 | 49
CCOc1ccccc1OCC(=O)Nc1ccc(N2CCCCC2)cc1 | 5.8% | 0.1% | 6.0% | 3.5% | -0.5% | 1.4% | i | 30.1 | -0.8% | 5.3 | 56
CCN(CC)CCn1c(/N=C/c2cc(Br)ccc2O)nc2ccccc21 | 18.3% | 2.0%[50 µM] | 0.9% | -2.3% | -1.0% | -9.1% | i | 15.3 | 12.7% | 2.1 | 37
